EPAC2 antagonist: antagonists of human EPAC2. 360,000 tested, 0.18% active. EPAC2 GEF exchange of Rap1B-BODIPY-GDP, fluorescence. Potency, µM (highest dose often 114 µM), without a hit: top-dose activity, negative = inhibition, usual class: inhibitors; further: potency means the concentration at half of the fitted maximal effect; on the % scale 0 is the no-effect control and ±100 the full control effect; nearly all actives have a fitted effect of over 45% in size; many of its hits are not listed in these tables
Target sequence (Q8WZA2 whole entry, looked up): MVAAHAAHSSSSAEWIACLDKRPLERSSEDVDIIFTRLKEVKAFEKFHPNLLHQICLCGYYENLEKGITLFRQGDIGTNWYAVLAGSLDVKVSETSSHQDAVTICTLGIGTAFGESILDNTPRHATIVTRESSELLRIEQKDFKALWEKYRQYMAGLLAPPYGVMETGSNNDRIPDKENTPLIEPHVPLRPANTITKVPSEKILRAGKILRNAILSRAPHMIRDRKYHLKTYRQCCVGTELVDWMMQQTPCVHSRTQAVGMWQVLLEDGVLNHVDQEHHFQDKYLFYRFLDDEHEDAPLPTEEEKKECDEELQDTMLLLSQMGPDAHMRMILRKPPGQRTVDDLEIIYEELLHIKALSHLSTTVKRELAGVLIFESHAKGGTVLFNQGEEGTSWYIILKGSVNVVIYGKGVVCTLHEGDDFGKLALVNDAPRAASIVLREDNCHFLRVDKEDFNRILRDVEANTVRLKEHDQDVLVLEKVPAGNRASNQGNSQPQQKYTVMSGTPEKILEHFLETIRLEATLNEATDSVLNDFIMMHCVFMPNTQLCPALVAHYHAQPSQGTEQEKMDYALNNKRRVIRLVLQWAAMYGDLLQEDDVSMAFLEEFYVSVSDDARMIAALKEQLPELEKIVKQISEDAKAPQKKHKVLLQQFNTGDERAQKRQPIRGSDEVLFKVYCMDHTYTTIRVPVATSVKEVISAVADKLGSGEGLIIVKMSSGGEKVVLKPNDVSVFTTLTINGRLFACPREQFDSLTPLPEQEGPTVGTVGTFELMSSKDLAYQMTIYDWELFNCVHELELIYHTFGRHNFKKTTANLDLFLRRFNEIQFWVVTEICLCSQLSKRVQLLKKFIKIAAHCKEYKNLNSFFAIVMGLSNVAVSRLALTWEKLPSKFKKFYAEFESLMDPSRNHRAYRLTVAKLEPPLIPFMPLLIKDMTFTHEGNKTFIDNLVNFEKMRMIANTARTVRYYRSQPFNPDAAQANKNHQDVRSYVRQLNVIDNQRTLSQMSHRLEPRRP
MmCpn inh: M. maripaludis TRiC chaperonin inhibition; purified Mm-Cpn ATPase, ADP Transcreener TR-FRET; Potency, µM (series often up to 76.9 µM), inactives show top-dose activity, negative = inhibition, most hits filed as inhibitors; AID 504842; 330,000 tested, 0.031% active; further: potency means the concentration at half of the fitted maximal effect; on the % scale 0 is the no-effect control and ±100 the full control effect; nearly all actives have a fitted effect of over 80% in size
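ATPase read-out: TR-FRET ADP immunoassay (anti-ADP Eu cryptate vs ADP-d2), ex 320 nm, em 590/665 nm; signal drops as ADP forms. Enzyme 25 nM, ATP 10 uM, 30 min at 37°C after 10 min compound preincubation.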
TGFb SMAD3 inh: blocks TGF-b signaling; AID 588855; Potency, µM (series often up to 46.1 µM), without a hit: at the top dose activity, negative = inhibition, hits mostly inhibitors; 410,000 tested, 1.2% active; HepG2 CAGA-GFP TGF-b/SMAD3 reporter, GFP fluorescence, 18 h; TGF-beta stimulated, 500 pg/mL final; further: potency means the concentration at half of the fitted maximal effect; on the % scale 0 is the no-effect control and ±100 the full control effect; nearly all actives have a fitted effect of over 65% in size
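HEPG2 CAGA-GFP, 1000 cells/well; 2 h settle, 37 C; cpd via pin tool; TGF-b 500 pg/mL final; 18 h, 37 C; GFP imaging ex488/em500-530; %Activity normalised to -TGF-b and +DMSO controls; CRC fit, curve class.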
A549 viability: counter-screen for Nrf2 inhibitors: cytotoxicity in A549 cells; A549 ARE-Fluc cells, CellTiter-Fluor viability, 18-24 h; AID 504648; 390,000 tested, 0.16% active; Potency, µM (series often up to 46 µM), inactives show at the top dose activity change, negative = cytotoxicity, usual class: inhibitors; further: potency means the concentration at half of the fitted maximal effect; on the % scale 0 is the no-effect control and ±100 the full control effect
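A549 ARE-Fluc cells in 5% FBS OPTI-MEM, 5000 cells/well, rested 2 h then exposed to compounds in concentration-response for 18-24 h at 37 °C. Viability by CellTiter-Fluor fluorescence (Ex 405/Em 525) after 30 min; luciferase luminescence (BugLite, 15 min, RT) read afterwards.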
Akt phos inh: blocks phosphorylation of Akt. Neuro2A IGF-stimulated pAkt S473 HTRF, 20 min; stronger effect = lower value. activity change, % for hits at 50 µM. 360,000 tested, 0.32% active; in the data active means activity change below about -80%; inconclusive means mostly about -51% to -80%; further: on the % scale 0 is the no-effect control and ±100 the full control effect
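Single-point screen (50 µM final compound) in Neuro2A cells stimulated 20 min with 6 nM IGF at 37 deg C. After lysis, Ser473-phosphorylated Akt read by HTRF (ex 330 nm, em 615/665 nm) as the 665/615 ratio.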
EPAC2 agonist: agonists of human EPAC2 (RAPGEF4). EPAC2 activation, biochemical qHTS; response scale: 100% = 6.5 mM cAMP response. Potency, µM (highest dose often 154 µM), for inactives: at the top dose activation, most hits filed as activators. 360,000 tested, 0.079% active; further: potency means the concentration at half of the fitted maximal effect; nearly all actives have a fitted effect of over 50% in size
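EPAC2 (100 nM) mixed with Rap1B loaded with BODIPY-GDP (250 nM) plus 50 uM unlabeled GDP; compounds pinned in, 5 min RT, then read every 5 min for 30 min (ex 480, em 540 nm). Normalized to cAMP control.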
Nrf2 inh: blocks Nrf2 signaling | 360,000 tested, 2.1% active | Potency, µM (top dose mostly 46 µM), inactives show top-dose activity change, negative = inhibition, hits mostly inhibitors | AID 504444 | A549 ARE-Fluc reporter, luciferase luminescence, 18-24 h; further: potency means the concentration at half of the fitted maximal effect; on the % scale 0 is the no-effect control and ±100 the full control effect; nearly all actives have a fitted effect of over 60% in size
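A549 ARE_Fluc cells (5000/well, 5% FBS OPTI-MEM) pre-incubated 2 h, then treated with compounds 18-24 h at 37C/5% CO2 in concentration-response. CellTiter-Fluor viability read first; BugLite luciferase luminescence after 15 min at room temperature gives Nrf2 activity.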
CCT modulator: modulators of cytosolic chaperonin (CCT/TRiC) activity; purified chaperonin ATPase assay, HTRF ADP detection, 30 min; activity change, % (concentration not given with the values), hits read low; 360,000 tested, 0.3% active; AID 651819; in the data active means activity change below about -30%; further: on the % scale 0 is the no-effect control and ±100 the full control effect
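Enzyme 40 or 20 nM (batch-dependent) in Tris pH 7.4/KCl/MgCl2/DTT; cpd 76 uM single point; ATP 10 uM; 30 min 37 °C; Transcreener ADP HTRF detection, 30 min RT; ratio 665/615.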
Nrf2 ARE act: activates Nrf2 signaling; AREc32 ARE-luciferase reporter (MCF7-derived line), luminescence, 24 h; Potency, µM (doses to about 46.1 µM), for inactives: top-dose activation, usual class: activators; 410,000 tested, 0.31% active; AID 624171; further: potency means the concentration at half of the fitted maximal effect; % of control where 0% means no effect; nearly all actives have a fitted effect of over 65% in size
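Each well held 1000 AREc32 cells, which were incubated with compound for 24 hr at 37 deg C after overnight attachment, and ARE reporter activity was quantified by firefly luciferase luminescence.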
Active calls of the source: *; i = inactive; u = inconclusive; x = not tested or not shown; & = joins results of further samples; [ ] = dose if it differs, or a comment. Unless noted, the call rests on the fitted dose curve; in most records, active means well fitted curve in the direction sought with a large enough effect; inconclusive means small, poorly fitted or top-dose-only effect, or another doubt; inactive means no such curve, though single readings can be large; an effect the other way counts as inactive or inconclusive. Some of the compounds tested, so the mix of outcomes need not match the whole.

SMILES	EPAC2 antagonist	MmCpn inh	TGFb SMAD3 inh	A549 viability	Akt phos inh	EPAC2 agonist	Nrf2 inh	CCT modulator	Nrf2 ARE act
Cn1c(SCc2ccccc2)nccc1=O	14%	x	16%	3%	i	-6%	-5%	-0.6	7.5%
Cc1cccc(/C=N/NC(=O)CC(=O)NCCc2ccccc2)c1	-11%	x	10%	1%	i	3%	u	-0.7	-0.5%
O=C1c2cccnc2C(=O)N1c1ccccc1-c1ccccc1	2%	0%	5%	0%	i	-23%	9%	-0.6	0.3%
COc1ccc(OCC(=O)N/N=C2/C=C(C)CC2)cc1	-8%	-3%	1%	3%	i	10%	9%	-1.7	-0.3%
NCCCCCNC(=O)c1[nH]cnc1C(=O)N[C@@H](Cc1ccccc1)C(=O)OCc1ccccc1	14%	-21%	-11%	3%	i	9%	0%	-1.0	0.3%
C(=NNC1=NCCN1)c1ccnc2ccccc12	-4%	x	12%	x	i	-1%	x	-2.9	1.0%
CS(=O)(=O)N(CC(=O)NCc1cccnc1)C1CCCCC1	7%	2%	31%[activator]	0%	i	4%	8%	-1.1	-0.4%
CCOc1ccc(-c2cccc(NS(=O)(=O)c3ccc([N+](=O)[O-])cc3)c2)nn1	-1%	1%	-29%	9%	i	3%	2%	0.1	1.6%
Cc1ccc(CN2CCNC(=O)C2CC(=O)NCc2cc(C)n(C)n2)cc1 (stereo not drawn)	19%	-1%	1%	-1%	i	-1%	7%	-1.2	-0.8%
CC(=O)c1c(C)[nH]c(C(=O)COC(=O)c2nccnc2N)c1C	4%	-7%	9%	-6%	i	8%	u	0.5	0.1%
COc1ccc(NC(=O)c2ccco2)cc1NC(=O)c1c(OC)cccc1OC	1%	1%	4%&15%	0%&-7%	i	2%	9%&6%	0.1	1.9%&5.2%
O=C(O)CC1(CC(=O)Nc2ccc(Oc3cccc(C(F)(F)F)c3)nc2)CCCC1	2%	1%	u	3%	i	-2%	-4%	-1.6	-0.4%
CCc1nnc(NC(=O)c2cc(S(=O)(=O)N(CC)CC)ccc2Cl)s1	-6%	0%	1%	-17%	i	1%	16µM*	1.0	2.9%
COc1ccc(NC(=O)Cc2csc(NC(=O)Nc3ccccc3OC)n2)cc1	-2%	x	3%	x	i	9%	x	0.9	-0.2%
Cc1cccc(NC(=S)Nc2cccc3ccccc23)c1	-4%	-5%	-1%	0%	i	3%	19%	-29	2.7%
N#Cc1c(-c2cccnc2)c2c([nH]c1=S)CCCC2	1%	-4%	7%	-1%	i	-3%	u	0.8	-0.1%
CS(=O)(=O)c1ccc(-n2c(=O)n(Cc3ccccc3)c(=O)c3[nH]cnc32)cc1	2%	0%	-2%	1%	i	4%	-2%	-0.4	0.4%
Cc1cccc(NS(=O)(=O)c2cccs2)c1	-2%	1%	u	-5%	i	5%	-26%	-0.9	-0.1%
COC(=O)c1cc(OC)c(OC)cc1NC(=O)CC1CCCCC1	-20%	3%	6%	-20%	i	-6%	u	-3.1	-0.2%
Cc1ccc(NC(=O)CSc2nc(=O)n(CCN3CCOCC3)c3c2CCCC3)cc1	20%	2%	0%	-1%	i	8%	-2%	-2.6	-0.4%
CC(=O)c1ccc(S(=O)(=O)NCCC(=O)OCC(=O)N(Cc2ccccc2)C(C)(C)C)cc1	-5%	0%	u	6%	i	4%	-3%	0.5	2.5%
COc1cc(/C=N\NC(=O)c2ccc(-c3ccccc3)cc2)cc(Br)c1O	-7%	1%	20%	11%	i	3%	19%	-0.2	6.2%
O=c1[nH][nH]c(-c2ccccc2)c1C=Nc1ccccc1Cl	3%	1%	3%	-3%	i	3%	6%	-1.4	-0.1%
Cc1nn(-c2cccc(C(=O)O)c2)c(C)c1Oc1ccccc1O	11%	1%	2%	-7%	i	11%	-7%	-4.7	-0.8%
Cc1ccc(-c2cc(C(=O)NC3=NCCS3)c3ccccc3n2)cc1C	16%	-13%	9%	8%	i	2%	u	3.9	10%
O=C1[C@H]2[C@@H](C3CC3)N3C(=O)CN(Cc4ccccn4)C(=O)[C@@]3(Cc3ccccc3)[C@H]2C(=O)N1c1ccccc1	-12%	-1%	9%	6%	i	-4%	1%	0.0	-0.2%
O=C(NCC1CCCCC1)c1cccc(Br)c1	-5%	1%	-2%	0%	i	-2%	u	0.2	-0.1%
CCOC(=O)C1C(C(=O)OCC)C(C)(C)C1N(C)C (stereo not drawn)	2%	x	3%	x	i	5%	x	0.2	-1.2%
CCOc1ccc([C@@H]2CC=C(C(=O)O)[C@H](c3cccc(Cl)c3)N2S(=O)(=O)c2ccc(C)cc2)cc1	1%	-3%	u	-10%	i	0%	-15%	-1.5	-0.1%
O=C(O)c1cn(Cc2ccccn2)c(=O)c2ccccc12	13%	0%	-7%	-2%	i	9%	0%	-3.6	0.4%
Cc1cc(N2CCOCC2)ccc1/C=C1/SC(=O)NC1=O	-15%	-1%	-8%	-23%	i	9%	u	-2.1	13%
Cc1ccc(NC(=O)COCC(=O)Nc2ccc(F)cc2)cc1	-5%	-5%	-4%	21%	i	-3%	u	0.7	0.3%
Cc1cccc(NC(=S)N(CCN(C)C)C(C)c2ccco2)c1 (stereo not drawn)	12%	-3%	5%	5%	i	4%	4%	-1.2	0.2%
CCCC(C)C(=O)Nc1ccc(S(=O)(=O)Nc2nccs2)cc1 (stereo not drawn)	u	0%	-14%	-1%	i	0%	-1%	-0.4	0.1%
C=CCN1C(=O)C(C)(C)N(C(C)=O)c2ccccc21	8%[57.1 µM]	0%	1%	1%	i	6%	u	1.3	-0.4%
Cc1cc(C)c(S(=O)(=O)c2ccc(C(C)(C)C)cc2)c(Cl)n1	-26%	1%	-16%	13%	i	13%	u	-1.0	-0.1%
O=C(CN1CCCC1)Nc1ccc(F)cc1	12%	0%	10%	-8%	i	1%	-2%	-2.0	-0.1%
Cc1cc(C)cc(NC(=O)CN2C(=O)C3CC=CCC3C2=O)c1 (stereo not drawn)	1%	1%	4%	4%	i	2%	13%	-1.8	-0.3%
Cc1oc(-c2ccccc2F)nc1CS(=O)CC(=O)NCc1ccc2c(c1)OCO2 (stereo not drawn)	4%	-2%	-3%	3%	i	-3%	3%	1.6	-0.2%
Cn1cnnc1SCCCN1C(=O)c2cccc3cccc(c23)C1=O	7%	0%	-9%	-5%	i	2%	-10%	0.8	9.1%
CCOC(=O)CCCCCC(=O)Nc1ccc2c(c1)C(=O)N([C@@H](C)CO)C[C@H](C)[C@H](CN(C)C(=O)NC(C)C)OCCCC[C@H](C)O2	2%	x	-11%	x	i	-2%	x	-2.5	-0.2%
O=C(O)/C=C/C(=O)NC1CCCCCCCCCCC1	8%	2%	-4%	2%	i	5%	-16%	-4.4	4.0%
Cc1ccsc1/C=N/NC(=O)Cn1cnc2ccccc21	0%	2%	-12%	-12%	i	-1%	-16%	-3.3	0.3%
Cc1ccc(-n2nnc3c(=O)n(CC(=O)NCc4ccccc4)cnc32)cc1	10%	0%	1%	0%	i	-12%	16%	-0.6	-0.6%
CC(=O)N1c2ccc(S(=O)(=O)NC(CC(=O)O)c3ccc(Br)cc3)cc2CC1C (stereo not drawn)	-5%	0%	6%	-4%	i	7%	-17%	-1.0	0.1%
Cc1ccc(NC(=S)NNC(=O)c2c(Cl)c(C)nn2C)cc1	-11%	-1%	u	-9%	i	1%	u	-1.2	3.3%
COc1ccc(CCN(C)Cc2ccc(OC)c(OCc3ccccc3)c2)cc1OC	6%	-1%	21%	-15%	i	4%	-20%	-3.2	-0.1%
COc1cccc(C(=O)Nc2cc(C)on2)c1OC	14%	-1%	-9%	-6%	i	3%	u	1.5	0.3%
S=c1[nH]nc(-c2ccco2)n1/N=C/c1ccccc1Cl	-1%	-1%	6%	-2%	i	6%	16%	-1.1	25%
COc1cc2nc(CN(C)Cc3ccc(F)cc3)[nH]c(=O)c2cc1OC	-5%	0%	18%	1%	i	4%	5%	-1.0	2.1%

Pulled by structure from the entries so far (2):
SMILES	EPAC2 antagonist	MmCpn inh	TGFb SMAD3 inh	A549 viability	Akt phos inh	EPAC2 agonist	Nrf2 inh	CCT modulator	Nrf2 ARE act
CC(=O)N1c2ccc(S(=O)(=O)NC(CC(=O)O)c3ccc(Br)cc3)cc2CC1C (stereo not drawn)	-5%	0%	6%	-4%	i	7%	-17%	-1.0	0.1%
COc1ccc(CCN(C)Cc2ccc(OC)c(OCc3ccccc3)c2)cc1OC	6%	-1%	21%	-15%	i	4%	-20%	-3.2	-0.1%

More results follow:
SMILES	EPAC2 antagonist	MmCpn inh	TGFb SMAD3 inh	A549 viability	Akt phos inh	EPAC2 agonist	Nrf2 inh	CCT modulator	Nrf2 ARE act
Cc1cc(C(=O)COC(=O)C2=COCCO2)c(C)n1-c1ccc2c(c1)OCO2	-2%	1%	7%	-4%	i	3%	12%	-0.8	0.3%
Cc1ccc2cccc(NC3OC(=O)c4ccccc43)c2n1 (stereo not drawn)	-3%	2%	22%	2%	i	22%	12%	-2.5	6.9%
CC(C)OCCCNc1nc2c(c(=O)n(Cc3ccccc3F)c(=O)n2C)n1C	8%	0%	8%	-3%	i	-7%	-13%	2.6	-0.5%
Cc1c2cnn(-c3ccccc3)c(=O)c2c(C)n1CC(=O)NCCc1ccc(Cl)cc1	x	x	-21%	1%	x	x	3%	x	-1.0%
Cc1ccc(NC(=O)CC(C)N2CCCC2)cc1 (stereo not drawn)	5%	2%	17%	-9%	i	-8%	9%	0.7	-0.2%
CCCCn1cc(S(=O)(=O)c2ccc(OC)cc2)c(=O)c2cc(CC)ccc21	x	x	-9%	-2%	x	x	13%	x	3.8%
